Assay outcomes (PubChem BioAssay)
PDI turbidity: inhibitors of human protein disulfide isomerase; PDI insulin aggregation turbidity, A650, 90 min; inhibition, % at 10 µM; 350,000 tested, 0.052% active; AID 588391;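 active = mean inhibition across replicates of 30% or more, whatever share of single replicates reach that level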;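 note: absorbance from insulin aggregation driven by PDI reduction with DTT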
Target sequence (P07237 whole entry, looked up): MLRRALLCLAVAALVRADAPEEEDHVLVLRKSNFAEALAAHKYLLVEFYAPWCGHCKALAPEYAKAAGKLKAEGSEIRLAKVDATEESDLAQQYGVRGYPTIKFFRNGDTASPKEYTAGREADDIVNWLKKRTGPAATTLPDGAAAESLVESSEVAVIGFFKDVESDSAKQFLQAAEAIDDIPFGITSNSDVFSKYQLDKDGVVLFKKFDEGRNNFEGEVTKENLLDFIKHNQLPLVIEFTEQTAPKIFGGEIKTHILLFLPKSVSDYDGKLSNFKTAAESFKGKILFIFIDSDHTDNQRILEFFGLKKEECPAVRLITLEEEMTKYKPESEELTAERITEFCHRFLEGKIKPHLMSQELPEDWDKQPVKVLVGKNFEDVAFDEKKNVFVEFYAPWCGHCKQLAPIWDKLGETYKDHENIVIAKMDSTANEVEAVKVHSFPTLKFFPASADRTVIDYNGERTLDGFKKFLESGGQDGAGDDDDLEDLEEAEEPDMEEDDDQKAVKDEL
HIF-2a block: HIF-2a inhibition; 360,000 tested, 0.72% active; inhibition, % at 18.8 µM; 786-0 RCC cells HIF-2a reporter, luciferase luminescence, overnight;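 active = inhibition of the luminescence signal of 40% or more relative to plate controls, in a single-dose primary screen at 18.75 µM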
hiPSC survival: increases survival of single human iPS cells; 360,000 tested, 0.044% active; survival enhancement, % at 20 µM; hiPSC single-cell survival, ATPlite luminescence; 100% = ROCK inhibitor wells, 0% = DMSO; in the data active = survival enhancement above about 18%;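 note: cells exposed to compounds for 16 hours before the ATP read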
CaV13 ICDI inh: Disruptors of the CACNA1D IQ motif to Ca2+-dependent inactivation inhibitor domain association, primary screening, Förster resonance energy transfer in intact living …; 340,000 tested, 0.098% active; HEK cells, CFP/YFP FRET ICDI-IQ, plate reader, 10 min; percent FRET-ratio fall versus neutral wells; inhibition, % at 12.3 µM; AID 743397;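 active = mean replicate inhibition of at least 30% and at least 1% of replicates passing that level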;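 note: 0% = median of the neutral control wells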
NR2E3 ag-1: activates human photoreceptor nuclear receptor NR2E3. Q9Y5X4. GST-NR2E3/biotin-RetCOR TR-FRET, 1536-well. inhibition of corepressor binding, % at 4.78 µM. 320,000 tested, 0.12% active. AID 2300;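 active = percent inhibition above the cutoff of mean plus 3 SD of all tested compounds, set per screening campaign, cut at about 20% in these data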;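 note: 0% = DMSO wells and 100% = biotin wells as full block of FRET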
Target sequence (Q9Y5X4 whole entry, looked up): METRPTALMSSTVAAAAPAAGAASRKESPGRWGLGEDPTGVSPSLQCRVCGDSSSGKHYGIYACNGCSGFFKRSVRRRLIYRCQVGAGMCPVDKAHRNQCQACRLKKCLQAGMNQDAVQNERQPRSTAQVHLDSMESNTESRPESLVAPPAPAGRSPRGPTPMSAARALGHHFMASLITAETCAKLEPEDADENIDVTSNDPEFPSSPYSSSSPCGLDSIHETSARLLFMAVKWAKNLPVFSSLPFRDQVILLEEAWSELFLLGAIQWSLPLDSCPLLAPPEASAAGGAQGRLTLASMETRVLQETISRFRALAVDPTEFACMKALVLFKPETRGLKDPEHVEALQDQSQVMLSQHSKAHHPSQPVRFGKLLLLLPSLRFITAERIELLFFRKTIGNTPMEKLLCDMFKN
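Assay system: NR2E3–RetCOR corepressor complex. Quantity: 1.35 nM GST-NR2E3. Buffer or medium: pH 7.5 Tris-based buffer. Reagent: biotinylated RetCOR corepressor at 7 nM final. Schedule: 5 h at 4 °C. Detection: TR-FRET, emission read at 617 and 671 nm. Replicates: one well per compound, singlicate testing.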
MITF TRPM1 inh: inhibitors of MITF-driven TRPM1 promoter in melanoma cells; 330,000 tested, 0.83% active; SK-MEL-5 TRPM1 promoter luciferase, 24 h; inhibition, % at 12.5 µM;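 active = mean inhibition across replicates of 60% or more, whatever share of single replicates reaches that level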; note: values of inactives mirror those of a sister screen read the other way
NR2E3 ag-2: human photoreceptor-specific nuclear receptor agonism; Q9Y5X4; CHO-S Gal4-NCOR/VP16-NR2E3 two-hybrid, luciferase; inhibition of corepressor binding, % at 3.98 µM; 360,000 tested, 0.35% active; AID 602229;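 active = inhibition above the mean of all tested compounds plus 3 SD, cut at about 70% in these data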;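 note: 0% = DMSO with NR2E3 transfected cells and 100% = cells lacking NR2E3 construct; higher means lower luciferase signal from less NR2E3 corepressor binding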
aDG glyco act: increases alpha dystroglycan glycosylation. activation, % at 10 µM. AID 624168. Pro5-aDG cells, alpha-DG glycosylation AlphaScreen (IIH6); 0% Pro5, 100% B10-LARGE cell signal. 360,000 tested, 0.22% active;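 active = activation of at least 8% versus controls, or a plate z-score of at least 8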;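 note: Pro5 are CHO cells carrying HIG-tagged alpha-DG that lacks glycosylation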
Exocytosis inh: lytic granule exocytosis inhibition; TALL-104 LAMP-1 surface exposure, flow cytometry; cells stimulated with thapsigargin and PMA; inhibition, % at 10 µM; 360,000 tested, 0.66% active; AID 651702;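 active = inhibition above about 55%, limit read from the data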
Vif inh: blocks HIV Vif function | HEK293T cells, Vif self-association by quenched fluorescence, imaging, 24 h | inhibition, % at 7.49 µM | 340,000 tested, 0.35% active | AID 602346; in the data active = inhibition above about 50%, passing the limit was not always enough; note: some results filed as inactive read as strong as hits
Peg3 promoter: inhibitors of Peg3 promoter; HeLa PEG-Prom luciferase reporter, luminescence, overnight; inhibition, % at 20 µM; 360,000 tested, 1.7% active; AID 588405;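 active = inhibition of at least 50% at 20 µM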
* marks the source's active call; other numbers are inactive results; · = not tested or not shown. Hits appear at their usual frequency; about 3.5% have a hit in one of these screens.

smiles	PDI turbidity	HIF-2a block	hiPSC survival	CaV13 ICDI inh	NR2E3 ag-1	MITF TRPM1 inh	NR2E3 ag-2	aDG glyco act	Exocytosis inh	Vif inh	Peg3 promoter
CC(C)(C)OC(=O)N[C@@H](C(=O)OC(C)(C)C)c1ccc2c(c1)OCO2	-1	6	-2.4	-9	6	-5	-23	-0.2	2	-6	-1
CCOC(=O)N1CCN(CC(=O)Nc2sc(CC)cc2C(=O)c2ccc(OC)cc2)CC1	-14	16	-0.6	-4	-3	-2	1	-0.1	2	0	21
c1ccc(Cn2nnc3c(N4CCc5ccccc54)ncnc32)cc1	-4	-1	-0.2	-5	2	-5	18	0.0	1	4	-8
CC(C)C(=O)Nc1ccc2c(c1)nc(CCN1CCCCC1)n2C	-13	5	-0.5	-2	5	9	-13	0.0	-1	-9	5
COc1cc(C)nc(N(Cc2ccccc2)S(=O)(=O)c2ccc(C)cc2)n1	9	10	0.0	-3	-2	-11	13	0.1	15	-3	20
O=NN(CCCl)C(=O)NCC1=C[N+](=O)CC=C1	·	8	0.2	-11	·	·	-2	-0.1	-5	·	·
Cc1nnc(SC/C=C/c2ccccc2)n(N)c1=O	4	-6	-0.8	2	-3	-8	8	0.8	-3	4	1
Cc1cc(=O)[nH]c(COc2ccccc2)n1	-2	6	7.3	-1	2	6	-18	0.3	-3	·	-3
COc1ccc(S(=O)(=O)NNC(=O)C2COc3ccccc3O2)cc1[N+](=O)[O-] (stereo not given)	-23	-11	0.7	-6	0	9	12	0.1	4	-5	-2
CC(C)(O)C#Cc1ccc(C(=O)NC2CCCCC2)s1	-1	-161	1.2	-6	-1	-52	-50	0.5	3	14	-167
CSCCC(NS(=O)(=O)c1ccccc1F)C(=O)N1CCCCCCC1 (stereo not given)	2	19	0.4	-7	-1	4	7	0.0	8	8	10
CC1(C)O[C@@H]2C[C@H]3[C@@H]4CCC5=CC(=O)C=C[C@]5(C)[C@@]4(F)[C@@H](O)C[C@]3(C)[C@]2(C(=O)CO)O1	-8	21	7.0	-4	2	-14	5	-0.2	21	-2	12

(continued)
smiles	PDI turbidity	HIF-2a block	hiPSC survival	CaV13 ICDI inh	NR2E3 ag-1	MITF TRPM1 inh	NR2E3 ag-2	aDG glyco act	Exocytosis inh	Vif inh	Peg3 promoter
CCCCn1nnnc1SCC(=O)Nc1ccc(C)cc1	-6	-19	-2.5	-4	0	1	4	0.0	-2	6	1
CC(=O)OC(/C(O)=C(\C#N)c1nc2ccccc2[nH]1)c1ccccc1 (stereo not given)	7	-25	18	·	1	-8	13	0.0	5	-3	-6
COc1ccc(/C=N/NC(=O)C(C)N(c2ccc(OC)cc2)S(C)(=O)=O)cc1 (stereo not given)	-7	6	2.3	12	-2	-11	-26	0.2	2	1	1
CC(=O)c1ccc(NC(=O)CSC(C)C)cc1	5	-105	0.9	-7	5	-43	-9	-0.2	-1	6	-59
O=C(NCc1ccccc1)C1CC(=O)N(c2ccc(OCC(=O)N3CCOCC3)cc2)C1 (stereo not given)	-7	2	-0.4	-5	-4	1	-14	0.0	1	3	11
CCC(=O)N/N=c1/sc2ccccc2n1C	0	-16	2.7	-4	3	-1	-5	0.7	-6	2	1
Nc1c(C(=O)c2ccccc2)oc2ccc(Br)cc12	1	-274	-2.7	-4	-1	-56	-128	0.7	-1	-8	-297
O=C(O)CC(NCc1ccco1)C(=O)OCCc1ccccc1 (stereo not given)	-6	8	4.9	·	-1	6	-10	0.0	-1	2	16
CC(=O)NC1C(OCc2ccccc2)OC2COC(c3ccccc3)OC2C1OCC(=O)O (stereo not given)	3	8	-0.8	-4	1	-16	2	-0.6	-3	17	29
O=C1Cc2cc(NS(=O)(=O)c3ccc([N+](=O)[O-])cc3)cc3c2N1CCC3	-5	-5	-0.4	-6	1	8	-16	-0.1	0	-9	-5
CC(C)(C)c1sc(N)nc1-c1ccccc1	5	10	2.0	-11	1	6	0	0.0	-3	·	-8
COCCNC(=O)C1CCC(CNS(=O)(=O)c2ccc(F)cc2)CC1 (stereo not given)	5	-10	0.1	-3	0	-4	-32	-0.1	-2	-1	-4

Continuation:
smiles	PDI turbidity	HIF-2a block	hiPSC survival	CaV13 ICDI inh	NR2E3 ag-1	MITF TRPM1 inh	NR2E3 ag-2	aDG glyco act	Exocytosis inh	Vif inh	Peg3 promoter
CNc1ccc([N+](=O)[O-])cc1C(=O)O	0	11	-0.7	-14	-5	15	-6	0.0	-3	-6	-2
O=c1[nH]c2ccc(S(=O)(=O)N3CCN(c4ccc(F)cc4)CC3)cc2o1	-4	5	-0.3	3	-4	9	-7	-0.1	10	1	2
Cc1ccc(C(c2sc3nc(C)nn3c2O)N2CCN(c3ccc(F)cc3)CC2)cc1 (stereo not given)	8	14	4.7	-5	0	15	-3	-0.1	-1	5	13
CCOC(=O)c1ccc(NC(=O)CCc2nc(-c3ccccc3)no2)cc1	5	0	-2.4	-4	-1	-5	4	1.4	-1	-11	9
Cn1ncc(Br)c1C(=O)Nc1ccc(F)cc1F	-4	-5	-2.3	-5	3	10	-10	-0.2	-3	7	-7
COc1ccc([C@H]2CC(=O)C=C(c3ccccc3C(F)(F)F)C2)cc1	-2	11	-0.7	-5	3	-15	-15	0.1	-17	·	28
O=C(CN1CCN(S(=O)(=O)c2ccccc2[N+](=O)[O-])CC1)Nc1ccc(N2CCOCC2)cc1	2	5	0.2	-4	3	0	6	-0.1	6	2	11
O=C(O)C1Cc2ccccc2CN1C(=O)c1ccccc1 (stereo not given)	-3	-13	-1.2	-8	3	8	-16	-0.1	0	2	2
CCCC(C)NC(=O)c1nc(-c2ccccc2)n(-c2ccccc2)n1 (stereo not given)	6	17	0.8	-7	1	6	7	-0.2	-2	·	10
O=C(c1cc(COc2ccc(-n3cncn3)cc2)on1)N1CCCC1	5	-24	-0.5	-5	1	3	-11	0.0	0	-4	-9
NC(=O)Cn1cc(/C=N\NS(=O)(=O)c2cccc([N+](=O)[O-])c2)c2ccccc21	-1	10	0.3	-6	0	6	0	0.1	9	4	-1
Cn1nnnc1SCC(=O)Nc1cccc([N+](=O)[O-])c1	5	0	0.6	-7	1	3	-3	-0.3	-1	18	4

Additional entries:
smiles	PDI turbidity	HIF-2a block	hiPSC survival	CaV13 ICDI inh	NR2E3 ag-1	MITF TRPM1 inh	NR2E3 ag-2	aDG glyco act	Exocytosis inh	Vif inh	Peg3 promoter
CC(C)(C)OC(=O)CNC(=O)c1nc[nH]c1C(=O)NCC(=O)OC(C)(C)C	8	-12	-1.0	-8	1	0	-32	-0.5	18	2	-3
CC(CS(=O)(=O)c1cccc2cccnc12)N1CCCCC1 (stereo not given)	7	7	3.2	·	5	2	-18	0.2	-15	22	10
Cc1cc(C)nc(SC(C)C(=O)O)n1 (stereo not given)	1	1	4.3	-5	1	0	3	0.0	5	0	4
Cc1ccc(S(=O)(=O)N(CC(=O)N/N=C/c2cccc(C)c2)c2cccc3cccnc23)cc1	-2	11	0.9	·	-3	15	-20	0.5	-1	-15	8
CC(=O)C(c1ccccc1)C(c1ccccc1)C(C)[N+](=O)[O-] (stereo not given)	-3	4	-0.4	-20	4	10	-15	-0.1	7	-2	-8
COc1ccc(NC(=O)c2cc(C)nc3ccccc23)c(OC)c1	1	6	-0.3	-2	3	13	-27	-0.3	-6	-2	1
CCOc1ccc(S(=O)(=O)N2CCCC(C(=O)NCCN3CCOCC3)C2)cc1Cl (stereo not given)	3	7	-0.3	-7	2	13	25	0.1	-18	6	18
CC1(c2ccccc2)NC(=O)N(CC(=O)Nc2ccc(S(=O)(=O)NC3=NCCCCC3)cc2)C1=O (stereo not given)	3	11	0.4	-2	·	-3	12	-0.1	-4	-2	-7
COC(=O)c1ccccc1NC(=O)Cn1cnc2ccc(S(=O)(=O)N3CCC(C)CC3)cc2c1=O	-2	19	-1.8	1	-3	-4	-17	0.0	2	-2	10
COc1ccc(NC(=O)NNC(=O)C(C)Oc2ccc(C(C)C)cc2)c(OC)c1 (stereo not given)	-7	12	3.9	-6	2	8	-8	-0.3	5	-10	8
Cc1ccc(-c2nn(-c3ccccc3)cc2CNCc2ccccc2)cc1	10	-16	-1.5	-5	6	-4	0	0.9	70*	6	53*
COc1ccc(-n2c(=S)[nH]c3ncccc3c2=O)cc1	2	6	-0.5	-15	1	2	-21	0.3	1	-2	7

(cont.)
smiles	PDI turbidity	HIF-2a block	hiPSC survival	CaV13 ICDI inh	NR2E3 ag-1	MITF TRPM1 inh	NR2E3 ag-2	aDG glyco act	Exocytosis inh	Vif inh	Peg3 promoter
CCC1=C(OC(=O)N(CC)CC)N2C(=O)OC(=NCC3CC3)[C@]2(Cc2ccccc2)[C@H]2C1=CC[C@H]1C(=O)N(CC)C(=O)[C@H]12	3	17	2.0	-5	5	3	-7	0.2	1	·	-1
O=C1CC(=O)Nc2ccccc2N1	-4	13	4.3	-4	·	·	5	-0.2	0	6	5
CC(=O)Nc1ccc(S(=O)(=O)/N=C2\SCCN2S(=O)(=O)c2ccc(NC(C)=O)cc2)cc1	0	12	-0.6	-8	1	1	-19	-0.2	8	4	5
CC(C)=CCCC(C)CN1CCC(n2nccc2NC(=O)c2ccc3c(c2)OCO3)CC1 (stereo not given)	-9	13	-0.6	-7	-2	-1	-27	0.6	-5	4	14
CCC1S/C(=N/N=C/c2ccco2)N(Cc2ccccc2C)C1=O (stereo not given)	-1	14	-0.7	-5	3	-1	13	-0.2	0	3	23
COC(=O)c1ccc(CN2[C@H](C(=O)OC)C[C@@]3(O)[C@@H](O)[C@@H](O)[C@@H](O)C[C@@H]23)cc1	-2	15	0.0	-12	1	-7	2	-0.2	0	10	29
CCN(CC)C(=O)c1nc[nH]c1C(=O)N1CCc2ccccc2C1	7	12	-0.2	-4	2	-4	2	0.2	6	-12	-4
Cc1sc2nc(SCC(=O)N3CCOCC3)[nH]c(=O)c2c1-c1ccccc1	5	9	0.2	-6	4	9	-11	0.1	-8	-7	9
COC(=O)c1ccc(NC(=O)COC(=O)COc2cccc3c2OC(C)(C)C3)cc1	2	4	0.0	-5	2	-4	-22	-0.3	9	-1	-78
CCn1c(CCNC(=O)c2ccc(OC)cc2)nnc1SCc1ccc(Cl)c(Cl)c1	3	35	0.2	-3	0	19	-8	0.8	-4	-11	20
NC(=O)c1nsc(C(=O)N(CC(=O)NC2CCCCC2)c2ccc(Cl)cc2)c1N	-1	11	0.7	-2	5	5	-33	0.1	26	-1	1
CCc1ccc(CNC(=O)C2CCN(S(=O)(=O)N3CCC(C)CC3)CC2)cc1	-4	13	-0.6	-7	-3	7	-12	0.1	22	-9	-5
O=C1CN(C(=O)CNCc2ccccc2Cl)c2ccccc2N1	7	6	-0.4	-5	-1	-5	-14	0.1	-2	·	11
Cc1cc(C)n2nc(SCC(=O)N/N=C/c3ccc(F)cc3)nc2n1	5	13	1.5	-9	1	-5	-14	0.2	0	-2	16
C/C(=N\NC(=O)CSCc1ccccc1Cl)c1cccc(NC(=O)c2ccccc2)c1	3	-8	-0.2	-5	1	-16	-21	0.8	-1	-2	26
